Source: PubChem (several laboratories)
Bcl-xL primary: inhibitors of human Bcl-xL, primary screen, biochemical, fluorescence polarization, HTS; Bcl-2-like protein 1 (Homo sapiens), Q07817; GST-Bcl-xL / FITC-Bim BH3 peptide fluorescence polarization; inhibition, % at 10.9 µM; actives 0.7% (n = 320,000);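 active means inhibition above the mean of all tested compounds plus 3 SD, cutoff set per campaign, cut at about 30% in these data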;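 further: 0% = DMSO wells and 100% = unlabeled Bim-BH3 peptide competitor; inhibitors lower millipolarization by displacing the labeled peptide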
VLA-4 inh: inhibition in human VLA-4 binding assay, primary screen, VLA-4 allosteric modulator project, MLPCN library, flow cytometry, VLA-4 expressing cells; Integrin alpha-4 (Homo sapiens), P13612; ligand binding flow cytometry; inhibition, % (about 7 µM as worked out from the volumes in the protocol); actives 0.2% (n = 330,000); AID 2557, 2010; in the data active means inhibition above about 50%
GRK2 aptamer HTS: compounds blocking aptamer binding on GRK2 – biochemical, human GRK2, bead flow cytometry, HTS, primary screen; actives 0.59% (n = 330,000); FAM-aptamer displacement from GRK2; Beta-adrenergic receptor kinase 1 (Homo sapiens), P25098; inhibition of aptamer binding, % at 10 µM;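 active means inhibition of aptamer binding above 40%, roughly 3 SD of noise, on plates passing a quality check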;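 further: median bead fluorescence of bound FAM aptamer so fluorescent compounds give negative values; no value below 0 was filed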
Target sequence (P25098 whole entry, looked up): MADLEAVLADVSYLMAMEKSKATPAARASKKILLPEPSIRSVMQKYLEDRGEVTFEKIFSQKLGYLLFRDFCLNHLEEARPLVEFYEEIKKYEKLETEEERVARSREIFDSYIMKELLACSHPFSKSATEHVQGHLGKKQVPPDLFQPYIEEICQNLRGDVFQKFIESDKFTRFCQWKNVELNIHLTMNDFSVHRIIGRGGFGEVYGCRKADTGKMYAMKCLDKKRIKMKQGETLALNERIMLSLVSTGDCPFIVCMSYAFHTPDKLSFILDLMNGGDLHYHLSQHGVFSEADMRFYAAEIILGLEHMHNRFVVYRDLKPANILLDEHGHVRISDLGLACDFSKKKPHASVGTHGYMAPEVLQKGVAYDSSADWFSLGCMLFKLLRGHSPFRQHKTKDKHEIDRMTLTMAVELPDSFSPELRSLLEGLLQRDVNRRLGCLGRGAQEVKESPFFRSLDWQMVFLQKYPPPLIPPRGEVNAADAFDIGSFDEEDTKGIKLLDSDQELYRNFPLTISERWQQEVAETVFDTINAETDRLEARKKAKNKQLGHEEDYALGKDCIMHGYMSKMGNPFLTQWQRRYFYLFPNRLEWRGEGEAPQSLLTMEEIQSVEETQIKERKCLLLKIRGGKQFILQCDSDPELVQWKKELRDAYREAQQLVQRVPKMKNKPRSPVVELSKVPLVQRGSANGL
GLD-1 RNA inh: GLD-1/TGE RNA complex disruptors, primary screen, biochemical, fluorescence polarization | purified GLD-1 + fluorescein TGE RNA | inhibition, % at 5.96 µM | AID 2280, 2010 | actives 0.44% (n = 320,000);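 active means percent inhibition above a per-plate cutoff, the plate mean of test compounds plus 3 SD, cut at about 30% in these data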;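 further: 0% = DMSO wells with GLD-1 and probe and 100% = wells lacking GLD-1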
Target sequence (Q17339 whole entry, looked up): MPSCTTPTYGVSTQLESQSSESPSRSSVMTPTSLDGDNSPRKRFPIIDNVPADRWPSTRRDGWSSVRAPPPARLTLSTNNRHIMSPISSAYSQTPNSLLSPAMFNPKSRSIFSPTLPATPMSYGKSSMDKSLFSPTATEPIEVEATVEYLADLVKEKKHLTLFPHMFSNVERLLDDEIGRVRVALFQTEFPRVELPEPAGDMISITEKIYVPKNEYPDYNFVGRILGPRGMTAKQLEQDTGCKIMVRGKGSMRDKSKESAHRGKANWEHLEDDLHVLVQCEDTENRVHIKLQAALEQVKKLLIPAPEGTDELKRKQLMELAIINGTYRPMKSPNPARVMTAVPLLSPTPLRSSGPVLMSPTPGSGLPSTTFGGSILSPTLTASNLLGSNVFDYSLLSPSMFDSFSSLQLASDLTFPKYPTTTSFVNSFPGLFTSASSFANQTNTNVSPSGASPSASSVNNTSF
MEX-5 binding: MEX-5 zinc finger RNA-binding disruptors – biochemical, C. elegans, fluorescence polarization, MLPCN library, primary screen; actives 0.38% (n = 300,000); activity score (negative = inhibition of binding), % at 10 µM; Zinc finger protein mex-5 (Caenorhabditis elegans), Q9XUB2; MEX-5/FITC-TCR2 RNA binding; active compounds read low;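 active means inhibition past about -25% in most replicates, and total fluorescence under double the plate's negative control median, limit read from the data; inconclusive means replicates evenly split on the limit, or fluorescence at least double controls; inactive means too little inhibition in most replicates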;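 further: 0% = DMSO and -100% = 5 µM competing unlabeled TCR2 RNA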
AGP1 TOR yeast: modulators of AGP1-GFP expression in yeast TOR pathway, primary screen, cell-based, multiplex flow cytometry, S. cerevisiae, MLPCN library; 3 h; GFP as percent of DMSO wells; GFP response vs DMSO, % at 10 µM; actives 0.02% (n = 320,000);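 active means GFP response relative to DMSO above a set limit, near screen average plus 3 SD, cut at about 150% in these data; inconclusive means fewer than 70 cells counted for the yeast strain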;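 further: median GFP channel fluorescence of the gated AGP1 strain per well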
MCL1-BIM inh: inhibitors of MCL1 binding to BIM-BH3, primary screen, biochemical, fluorescence polarization; Induced myeloid leukemia cell differentiation protein Mcl-1 (Homo sapiens), Q07820; AID 2057, 2009; inhibition, % at 10.9 µM; actives 0.68% (n = 320,000); GST-MCL1 / FITC-Bim-BH3 fluorescence polarization;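 active means inhibition above the mean inhibition of all tested compounds plus 3 SD, set per campaign, cut at about 40% in these data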;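 further: 0% = DMSO wells and 100% = unlabeled Bim-BH3 peptide control; higher means more loss of mP so more displacement of Bim peptide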
CR mimetic SO: reduction of superoxide in aged yeast, primary screen, HTS. superoxide response (% of plate mean), % at 10 µM. AID 2690, 2010. actives 0.18% (n = 330,000). S. cerevisiae aged cells, superoxide DHE fluorescence; active compounds read low;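 active means superoxide response under a set limit, about three screen SD below normal, cut at about 65% in these data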;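 further: yeast aged for seven days with compound at 30 °C before DHE staining; 100% = average MFI of all compound-treated wells on the plate with controls excluded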
CIT2 TOR yeast: modulators of CIT2-GFP expression in yeast, primary screen, S. cerevisiae, GFP fusion, multiplex flow cytometry, MLPCN library | S. cerevisiae CIT2-GFP strain, 3 h; 100 means same as DMSO wells | GFP response vs DMSO, % at 10 µM | actives 0.065% (n = 320,000) | AID 2029, 2009;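 active means GFP response relative to DMSO above a set limit, near the screen mean plus 3 SD, cut at about 150% in these data; inconclusive means Fewer than 70 cells measured for a yeast strain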;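 further: ratio of well median GFP fluorescence to mean of DMSO wells on the plate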
* hit, by the source's call; ? = inconclusive; . = not tested or not shown; [ ] = remark or other dose. Compounds were not picked by outcome; 2.1% or so of the library scored in one or more.

The line under a structure holds: Bcl-xL primary	VLA-4 inh	GRK2 aptamer HTS	GLD-1 RNA inh	MEX-5 binding	AGP1 TOR yeast	MCL1-BIM inh	CR mimetic SO	CIT2 TOR yeast
> Cc1cc(/C=N/n2cnnc2)c(C)n1-c1ccc(OCc2ccc(Cl)cc2Cl)cc1
    0.8	-10.0	1.0	1.2	4.5	84.3	-5.2	121.4	108.3
> O=C(NNS(=O)(=O)c1ccc(Cl)cc1)c1ccc(S(=O)(=O)N2CCCCC2)cc1
    0.8	12.1	1.0	3.0	-0.2	85.2	4.7	92.4	98.7
> Cc1ccc(S(=O)(=O)N(CC(=O)Nc2ccccc2C(=O)O)c2ccccc2C)cc1
    3.1	-0.6	0.0	-2.8	1.4	106.9	-2.6	135.2	99.2
> O=C(COC(=O)c1ccccn1)NCc1cccs1
    0.9	4.9	4.0	8.2	5.3	97.0	-3.4	98.7	89.4
> O=C(Nc1ccc(-n2nncc2-c2ccco2)cc1)c1ccc(F)cc1
    3.4	7.3	1.0	1.3	-0.2	95.9	2.5	118.9	103.1
> CCN(CC)CCOCCOC(=O)C1(c2ccccc2)CCCC1
    4.7	57.1*	0.0	2.5	1.2	97.6	1.8	100.1	95.7
> COC(=O)c1cc(OC)c(OC)cc1NC(=O)c1ccc(OC)c(OC)c1
    12.5	-8.8	3.0	-3.2	-1.7	106.4	9.1	92.7	106.6
> COc1ccc(NC(=O)N(C)C[C@H]2Oc3ccc(NC(=O)C4CCCCC4)cc3C(=O)N([C@H](C)CO)C[C@@H]2C)cc1
    .	-3.8	0.0	4.1	.	90.4	.	98.9	90.2
> Cc1cc(C)n(-c2ncnc3ccccc23)n1
    -0.2	13.2	0.0	4.4	-1.0	99.4	-0.2	113.2	109.0
> Cc1ccccc1NC(=O)CSc1ccsc1[N+](=O)[O-]
    18.3	0.2	16.0	3.6	-1.0	98.9	67.1*	116.0	102.7
> Cc1cc[n+](CC(=O)c2ccc(NC(=O)c3ccccc3)cc2)cc1
    5.5	31.8	0.0	8.3	1.7	97.6	4.8	100.0	97.5
> COCCN(CCOC)S(=O)(=O)c1ccc(C(=O)Nc2ccc(S(=O)(=O)Nc3nccc(C)n3)cc2)cc1
    3.7	14.4	3.0	7.3	-1.8	102.7	5.8	102.5	112.2
> CCOC(=O)c1[nH]c(COC(=O)C2CC(=O)N(Cc3ccccc3)C2)c(C(=O)OCC)c1C (stereo not given)
    -1.9	7.1	1.0	4.5	1.9	88.3	-0.6	96.0	88.4
> CCCn1c(COc2ccc(C(=O)O)cc2)nc2ccccc21
    5.2	6.1	1.0	-3.9	-0.5	107.1	5.2	99.5	105.1
> Cn1c(=O)cc(OCC(=O)NCc2ccccn2)c2ccccc21
    4.6	8.8	0.0	9.6	-1.4	105.0	1.6	104.9	100.4
> COC(=O)c1ccc(NC(=S)NCCC2=CCCCC2)cc1
    2.3	25.8	1.0	-1.4	0.0	74.3	3.0	107.8	62.0
> Cc1noc(C)c1COc1ccc(C(=O)OCC(=O)N2CC(=O)Nc3ccccc32)cc1
    3.9	-0.6	0.0	4.6	-0.1	109.2	-2.8	91.9	107.8
> Cc1ccc(/C=C2\CC(C)CC3=C2NC(=S)NC3c2ccc(C)cc2)cc1 (stereo not given)
    6.0	-2.1	0.0	0.8	1.0	103.4	9.3	95.0	98.4
> COc1ccc(OCC(=O)N/N=C/c2ccc(O[C@@H]3O[C@H](CO)[C@@H](O)[C@H](O)[C@H]3O)cc2)cc1
    8.1	-6.0	0.0	1.6	-1.9	105.5	-2.3	108.8	97.3
> Cc1c(CN2CCCC(CO)(Cc3cccc(Cl)c3)C2)cnn1C (stereo not given)
    1.8	0.0	0.0	1.9	-2.0	114.8	-0.8	102.9	101.8

(next part)
The line under a structure holds: Bcl-xL primary	VLA-4 inh	GRK2 aptamer HTS	GLD-1 RNA inh	MEX-5 binding	AGP1 TOR yeast	MCL1-BIM inh	CR mimetic SO	CIT2 TOR yeast
> COc1ccc2nc(NC(=O)CSc3nc(C)cc(C)n3)sc2c1
    -1.8	-20.2	2.0	-4.2	0.8	98.6	2.7	97.8	95.3
> NC(=O)c1ccc(OCC(F)(F)C(F)(F)C(F)(F)C(F)(F)C(F)(F)C(F)F)cc1
    4.1	11.7	0.0	1.2	0.5	23.4[may fluoresce violet]	-1.5	93.9	?
> CC1CCCC(NC(=O)c2cn(C)c3ccc(S(=O)(=O)N4CCCC4)cc3c2=O)C1C (stereo not given)
    1.3	12.9	0.0	-2.6	2.6	100.2	-4.4	112.0	97.8
> CCN1c2ccccc2S(=O)(=O)c2ccccc21
    6.5	-4.2	3.0	-2.9	-1.6	103.1	8.1	100.5	104.5
> O=C(CN1CCCC1)Nc1sc2c(c1C(=O)Nc1ccc(Br)cc1)CCC2
    -0.7	3.2	0.0	4.0	-1.9	101.9	-2.4	98.5	95.3
> CCCNC(=O)CN1C(=O)NC2(CCCc3cc(OC)ccc32)C1=O (stereo not given)
    3.3	1.4	0.0	5.8	-0.3	103.3	2.4	92.9	107.2
> COc1ccc(-n2nc3c(=O)[nH][nH]c3cc2=O)cc1
    19.6	9.9	3.0	-5.8	-78.9*	98.2	20.2	97.5	101.0
> CC(NC(=O)COC(=O)CCN1C(=O)C2CC=CCC2C1=O)c1ccc(Br)cc1 (stereo not given)
    -6.3	-3.7	5.0	0.0	.	89.8	-11.2	110.5	92.2
> COc1ccc(NC(=O)NN2CCN(C)CC2)cc1OC
    1.9	-4.3	4.0	4.3	0.6	99.9	3.4	100.6	98.1
> O=C(CNS(=O)(=O)c1ccccc1)OCC(=O)c1ccc(Br)cc1
    2.4	-0.2	1.0	2.5	-0.8	105.3	7.9	93.9	102.1
> Cc1ccccc1-c1nc(CN2CCCC(C(=O)NCc3cccnc3)C2)c(C)o1 (stereo not given)
    -0.1	2.4	0.0	1.6	0.5	105.1	3.6	97.6	106.2
> Cc1cccc(N2CCN(S(=O)(=O)c3ccc4[nH]c(=O)ccc4c3)CC2)c1C
    2.5	-13.2	6.0	4.2	0.2	104.3	6.4	102.8	101.8
> Clc1ccc(C2=NN(c3ccccc3)C(c3ccco3)C2)cc1 (stereo not given)
    -3.3	-3.4	0.0	10.8	-1.8	58.5[may fluoresce violet]	5.8	73.4	?
> CCS(=O)(=O)c1ccc2oc(SCC(=O)c3ccco3)nc2c1
    1.6	-4.1	0.0	-1.3	-0.7	103.3	11.2	95.2	108.8
> O=C(/C=C/c1ccccc1)N(c1ccccn1)C1CCCCC1
    2.2	-2.4	3.0	-13.3	-0.7	91.3	1.7	104.0	80.1
> COc1cccc(-c2nnc(N)o2)c1
    7.0	11.8	2.0	2.6	-0.6	101.9	3.7	111.1	101.9
> COc1cc(-n2c(=O)c3ccccc3n(CC(=O)c3ccc(Br)cc3)c2=O)cc(OC)c1OC
    2.1	-4.0	0.0	-0.8	-0.4	89.7	-1.0	97.7	79.4
> CCn1c(/C=C/Nc2ccccc2)[n+](CC)c2ccc(Cl)cc21
    -12.2	-4.6	0.0	-24.4	0.3	99.0	-32.8	88.1	103.7
> COc1ccc(S(=O)(=O)N(C(=O)c2ccncc2)c2ccc3oc4c(c3c2)CCCC4)cc1
    8.4	-5.6	0.0	6.5	-2.3	102.9	15.7	90.7	94.0
> CCOc1ccc(C(C)=O)cc1NC(=O)/C=C\C(=O)O
    3.9	12.0	2.0	-6.7	-0.8	104.8	6.5	112.1	104.7

Continued.
The line under a structure holds: Bcl-xL primary	VLA-4 inh	GRK2 aptamer HTS	GLD-1 RNA inh	MEX-5 binding	AGP1 TOR yeast	MCL1-BIM inh	CR mimetic SO	CIT2 TOR yeast
> N=C1C(c2ccccc2)=C(O)CN1NC(=O)c1ccc(Cl)cc1
    3.5	7.6	1.0	1.7	0.6	102.3	6.1	111.3	94.4
> Nc1ccccc1C(=O)NNc1ncc(C(F)(F)F)cc1Cl
    -0.2	-5.3	4.0	0.4	1.6	88.1	1.7	99.5	84.4
> CO[C@H]1C=CO[C@@]2(C)Oc3c(C)c(O)c4c(O)c(c(C=NN5CCN(C)CC5)c(O)c4c3C2=O)NC(=O)C(C)=CC=C[C@H](C)[C@H](O)[C@@H](C)[C@@H](O)[C@@H](C)[C@H](OC(C)=O)[C@@H]1C
    25.8	21.8	0.0	12.7	11.8	82.6	20.7	95.7	78.2
> Cc1cc(C)n(-c2nc3ccccc3nc2Nc2ccc(CC(=O)O)cc2)n1
    8.4	6.2	0.0	3.8	-4.7	99.5	14.7	100.3	98.6
> CCn1c2ccccc2c2cc(NC(=O)CCCN3C(=O)CCC3=O)ccc21
    4.5	13.3	2.0	3.6	-3.6	87.2	5.5	91.7	86.8
> Cc1nc2ccc(NC(=O)CCC3CCCC3)cc2s1
    2.1	-6.5	0.0	-4.2	1.8	99.7	0.1	103.1	97.0
> O=C1OC(N2C(=O)CC[C@H]2C(=O)Nc2ccc3c(c2)OCO3)c2ccccc21 (stereo not given in full)
    0.2	-5.7	0.0	0.8	-3.2	107.0	-5.2	69.6	108.4
> CC(=O)NC(Cc1ccccc1)C(=O)NC1CCN(c2ncccc2[N+](=O)[O-])CC1 (stereo not given)
    2.1	12.3	5.0	-1.3	-3.8	105.0	-0.2	96.2	102.6
> Cc1cccc(C(=O)N/N=C/c2ccc(OC3CSC3)cc2)c1
    2.4	-6.0	1.0	0.5	0.1	76.2	0.2	107.2	64.7
> CC(C)OP(=O)(c1ccc(N(C)C)cc1)C(O)c1ccccc1F (stereo not given)
    -1.4	0.1	1.0	1.9	1.0	98.2	-0.4	104.2	92.7
> COc1ccccc1N(CC(=O)NC1CCCC1)C(=O)CCC(=O)Nc1ccccn1
    4.2	5.0	0.0	9.2	4.4	101.7	-1.1	107.9	92.9
> Cc1cccc(NC(=O)C(C)C(=O)c2ccccc2)c1 (stereo not given)
    .	14.5	0.0	.	4.0	102.1	.	100.0	100.5
> CN(/N=C/c1cc(Br)cc(Br)c1O)c1cccc(C(F)(F)F)n1
    1.6	-8.2	2.0	2.9	-2.3	101.2	-0.9	98.3	107.7
> O=C(CSc1nc(C2CC2)nc2ccccc12)NCc1ccc2c(c1)OCO2
    -2.5	1.9	1.0	6.2	-2.3	106.6	-4.6	104.8	110.7
> O=C(N/N=C/c1ccccn1)c1cccc(S(=O)(=O)N2CCCC2)c1
    2.4	2.2	0.0	-9.2	-2.3	108.8	0.0	104.1	107.4
> CCN(CC)c1nc(N)c2c(N)n(-c3ccccc3C)c(=S)c(C#N)c2c1C#N
    -6.2	0.0	0.0	-19.1	-0.1	105.1	-17.9	99.4	109.0
> CCCCn1c(N)c(N(CC(C)C)C(=O)C2CSC3(C)CCC(=O)N23)c(=O)[nH]c1=O (stereo not given)
    -5.0	16.1	1.0	2.6	1.2	109.7	-12.6	108.2	83.2
> O=C(CCCN1C(=O)/C(=C/c2cccs2)SC1=S)Nc1cc([N+](=O)[O-])ccc1O
    6.5	13.2	2.0	-2.6	-0.1	96.7	4.7	87.6	100.5
